NCOA2 inhibitor – inhibition of GAL4-SRC2 driven luciferase reporter, primary screen, SRC2 inhibitor project, cell-based, luminescence; 370,000 compounds, 0.17% hits; Nuclear receptor coactivator 2 (Homo sapiens), Q15596; HEK293 GAL4-SRC2 luciferase reporter; inhibition, % at 9 µM; AID 651957, 2012;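 active = inhibition above the mean inhibition of all tested compounds plus 3 SD, set per campaign, cut at about 52% in these data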;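 also: 0% = DMSO treated cells and 100% = cells given Gossypol at 36 µM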
SRC1 inh – SRC1 coactivator transcriptional activity inhibitors, primary screen, cell-based, luminescence; HEK293 GAL4-SRC1 luciferase reporter; Nuclear receptor coactivator 1 (Homo sapiens), Q15788; AID 588354, 2011; inhibition, % at 3.6 µM; 360,000 compounds, 0.12% hits;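 active = inhibition above the campaign mean plus 3 SD, with each screening campaign given its own cutoff, cut at about 60% in these data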;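 also: 0% = DMSO treated cells and 100% = gossypol at 36 µM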
NR5A2 inv ag – LRH-1 (NR5A2) inverse agonists, primary screen, cell-based, luminescence, HEK293T, StAR-luciferase reporter | Nuclear receptor subfamily 5 group A member 2 (Homo sapiens), O00482 | LRH-1 transfected, 24 h | inhibition, % at 3.6 µM | 360,000 compounds, 0.13% hits | AID 602396, 2012;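 active = inhibition above the mean inhibition of all tested compounds plus 3 SD, cut at about 73% in these data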;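 also: 0% = DMSO wells and 100% = reporter-only cells lacking LRH-1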
Target sequence (O00482 whole entry, looked up): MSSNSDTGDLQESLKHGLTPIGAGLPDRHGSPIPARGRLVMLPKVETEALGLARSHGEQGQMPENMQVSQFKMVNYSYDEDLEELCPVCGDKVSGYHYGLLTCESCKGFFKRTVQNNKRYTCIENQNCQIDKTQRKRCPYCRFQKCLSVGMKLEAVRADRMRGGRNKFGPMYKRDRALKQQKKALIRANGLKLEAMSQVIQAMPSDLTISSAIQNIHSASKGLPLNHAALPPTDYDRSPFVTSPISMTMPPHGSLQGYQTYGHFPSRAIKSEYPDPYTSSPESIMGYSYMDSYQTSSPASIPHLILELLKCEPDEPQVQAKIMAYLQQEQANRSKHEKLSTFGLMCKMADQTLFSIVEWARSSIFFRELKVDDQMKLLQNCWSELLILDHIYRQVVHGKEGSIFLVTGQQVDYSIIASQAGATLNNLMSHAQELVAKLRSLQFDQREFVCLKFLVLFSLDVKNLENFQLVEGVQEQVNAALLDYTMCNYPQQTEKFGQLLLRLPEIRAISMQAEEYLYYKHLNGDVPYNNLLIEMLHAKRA
Vif imaging – HIV Vif self-association inhibitors, primary screen, imaging, HEK293T, single point; HEK293T cells, Vif self-association by quenched fluorescence, 24 h; inhibition, % at 7.49 µM; 340,000 compounds, 0.35% hits; AID 602346, 2012; in the data active = inhibition above about 50%, passing the limit was not always enough; also: some results filed as inactive read as strong as hits
EBV LMP1 NFkB – EBV LMP1-driven NF-kappaB luciferase reporter inhibitors, primary screen, cell-based, luminescence, single point; LMP1-induced NF-kappaB luciferase reporter cells; inhibition, % at 12.5 µM; 350,000 compounds, 0.69% hits; in the data active = inhibition above about 41%;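 also: 0% = neutral control wells and 100% = reference inhibitor control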
TROY NFkB inh – inhibitors of TROY-driven NF-kB signaling, primary screen, Q293 LMP1-TROYcd cells, NF-kB luciferase, uHTS. Q293 LMP1-TROYcd NF-kB luciferase reporter, 4 h. inhibition, % at 10 µM. 360,000 compounds, 0.98% hits. AID 1347056, 2019;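 active = compounds whose plate-normalised and pattern-corrected inhibition of the luciferase reporter signal at the single screening dose is 50% or more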
NCOA3 inh – SRC3 coactivator transcriptional activity inhibitors, primary screen, cell-based, luminescence | AID 588352, 2011 | 360,000 compounds, 0.17% hits | inhibition, % at 3.6 µM | Nuclear receptor coactivator 3 (Homo sapiens), Q9Y6Q9 | HEK293 GAL4-SRC3 luciferase reporter;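 active = inhibition above a per-campaign cutoff, the mean of all compounds plus 3 SD, cut at about 60% in these data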;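 also: 0% = DMSO-treated cells and 100% = gossypol-treated cells at 36 µM; higher means less SRC3-driven luciferase light from the GAL4 reporter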
NOD2 RIPK2 PPI – NOD2-RIPK2 binding disruptors in cells, primary screen, fluorescence, CHO cells, BLA complementation; Receptor-interacting serine/threonine-protein kinase 2 (Homo sapiens), O43353; CCF4 ratio; inhibition, % at 4.98 µM; 360,000 compounds, 0.38% hits; AID 624267, 2012; in the data active = inhibition above about 21%;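 also: 0% = vehicle only and 100% = reference blocker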
Target sequence (O43353 whole entry, looked up): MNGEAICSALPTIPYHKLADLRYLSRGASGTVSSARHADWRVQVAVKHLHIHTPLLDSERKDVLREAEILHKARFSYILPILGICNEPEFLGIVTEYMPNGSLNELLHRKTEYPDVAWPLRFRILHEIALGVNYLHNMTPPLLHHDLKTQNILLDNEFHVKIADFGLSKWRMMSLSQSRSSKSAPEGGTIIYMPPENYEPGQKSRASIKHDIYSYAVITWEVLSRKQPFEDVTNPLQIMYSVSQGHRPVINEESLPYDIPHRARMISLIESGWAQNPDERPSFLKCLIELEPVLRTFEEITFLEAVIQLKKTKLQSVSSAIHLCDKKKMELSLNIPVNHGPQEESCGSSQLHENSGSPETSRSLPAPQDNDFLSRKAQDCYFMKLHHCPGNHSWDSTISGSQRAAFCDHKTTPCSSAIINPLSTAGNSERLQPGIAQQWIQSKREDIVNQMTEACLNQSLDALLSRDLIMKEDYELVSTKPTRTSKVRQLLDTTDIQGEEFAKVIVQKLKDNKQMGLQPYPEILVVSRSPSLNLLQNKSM
TLR9-MyD88 inh – inhibitors of TLR9-MyD88 association in cells, primary screen, cell-based, CHO, BLA complementation, fluorescence. 340,000 compounds, 0.21% hits. Toll-like receptor 9 (Homo sapiens) + Myeloid differentiation primary response protein …. CCF4 FRET ratio. inhibition, % at 4.98 µM;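 active = inhibition above the mean over all tested compounds plus 3 SD, cut at about 21% in these data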;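 also: 0% = DMSO only wells and 100% = clavulanate BLA inhibitor control wells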
C8 TRAIL sens – viability loss with TRAIL in NB7+C8 cells, primary screen, TRAIL sensitizer project, cell-based, ATPlite luminescence | inhibition (viability loss, TRAIL sensitization), % at 10 µM | 360,000 compounds, 1% hits;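 active = compounds causing at least 50% loss of cell viability in the single-dose screen, relative to plate controls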
COUP-TFII inh – NR2F2 transcriptional activity inhibitors, primary screen, cell-based, luciferase reporter, HEK293T, luminescence. COUP transcription factor 2 (Homo sapiens), P24468. HEK293T NGFI-A luciferase reporter. inhibition, % at 8.6 µM. 370,000 compounds, 0.7% hits. AID 686940, 2013;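 active = inhibition above a per-plate cutoff, mean inhibition of test wells between control levels plus 3 SD, cut at about 38% in these data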;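 also: cells cotransfected with COUP-TFII expression vector driving the NGFI-A reporter; 0% = median of COUP-TF2 test wells and 100% = reporter-only cells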
* hit, by the source's call; nt = not tested or not shown. Not all compounds are listed; rates above refer to the full screens.

SMILES	NCOA2 inhibitor	SRC1 inh	NR5A2 inv ag	Vif imaging	EBV LMP1 NFkB	TROY NFkB inh	NCOA3 inh	NOD2 RIPK2 PPI	TLR9-MyD88 inh	C8 TRAIL sens	COUP-TFII inh
O=C(NCCOc1ccccc1)c1ccccc1SCC(=O)N1CCCC1	12	1	14	12	-1	4	8	-9	-1	-18	-3
N#Cc1ccc(C(=O)NCC2CCCCC2)cc1	-10	-5	-13	-21	-6	-30	-8	5	8	13	3
COC(=O)c1sc(NC(=S)NC(=O)c2ccccc2C)nc1C	5	-25	-10	-3	-1	-25	-32	3	-6	51*	4
CCCn1c(SCC(=O)Nc2cc(C)on2)nc2c1c(=O)n(C)c(=O)n2C	-10	0	16	-7	6	-1	12	10	-2	1	10
COC(=O)C[C@@H]1C=C[C@@H](NC(=O)c2cccnc2)[C@@H](CO)O1	-7	nt	-14	nt	nt	nt	nt	-5	nt	-8	-5
Cc1c(C(=O)N2CCN(c3ccccn3)CC2)sc2ncnc(N3CCN(c4ccccc4)CC3)c12	9	-9	-9	-25	12	3	6	-9	-4	4	-3
Cc1ccc(CN2CCC(N3CCC(C(=O)NCC4CCCO4)CC3)CC2)o1 (centres undefined)	-8	9	0	-12	-1	11	17	-11	5	-2	0
CCc1nnc(NC(=O)c2cc(-c3ccccn3)nc3ccccc23)s1	-9	-4	-23	9	9	-10	-5	-7	-11	-7	-4
CC(C)Oc1ccc(/C=C(/NC(=O)c2ccccc2)C(=O)NCCC(=O)O)cc1	4	-6	-5	4	-7	-15	-2	8	-2	1	10
COc1ccc(N(CC(=O)NCc2cccnc2)S(=O)(=O)c2ccccc2)c(OC)c1	-8	5	-13	17	-2	-19	7	-10	4	-20	-5
CCCCN(CCCC)CCNC(=O)CN1C(=O)CSc2ccc(S(=O)(=O)N3CCOCC3)cc21	1	-20	-14	3	-1	-18	12	4	0	2	-2
CC(OC(=O)c1cc(S(=O)(=O)N(C)c2ccccc2)ccc1Cl)C(=O)Nc1ccc2c(c1)OCCO2 (centres undefined)	3	-7	8	0	-2	11	-13	-1	13	-5	13
O=C(N1CCCC1)C(F)(F)Oc1ccc(F)cc1	-6	-13	4	2	-4	-1	-1	-2	-10	-2	0
Cc1cc(C)n(S(=O)(=O)c2cc(Cl)ccc2Cl)n1	3	-1	7	10	1	3	8	-7	7	-3	0
CCC(=O)Nc1cccc(C(=O)OC)c1	-14	-34	-4	-22	8	-16	4	-2	-2	-12	-6
O=C(NCCC1=CCCCC1)c1[nH]c(C(F)(F)F)nc1-c1ccccc1	9	9	10	-1	nt	31	3	-10	nt	6	14
CCn1c(=N)n(CC(O)COc2cccc(C)c2)c2ccccc21 (centres undefined)	-1	7	1	13	0	-24	3	4	-1	2	6
Cc1ccc(S(=O)(=O)N2CCOC2CNC(=O)C(=O)NCC(C)C)cc1 (centres undefined)	8	12	17	-7	0	8	1	-10	-4	-5	-6
O=C(COc1ccc(Br)cc1)NCCCNC(=O)c1ccncc1	7	-1	11	-4	-3	-5	0	-9	5	1	-13
O=C(CCc1ccccc1)Nc1ccc(F)c([N+](=O)[O-])c1	-12	-11	-1	2	0	-6	-3	1	7	5	-16
COc1ccc(-c2c(C#Cc3ccccc3)c3ccccc3n2C)cc1	-22	-15	-4	11	32	-58	-41	2	3	3	8
Cc1cccc(C(=O)Nc2ccc(C(=O)N/N=C/c3cccc(C)n3)cc2)c1	8	-1	-5	-22	2	9	-13	1	-5	5	-16
CCN1CCN(c2ccc(S(=O)(=O)N3CCOCC3)cc2NC(=O)COc2ccc(F)cc2Cl)CC1	14	-1	-4	10	-8	-8	-23	4	-12	-4	-9
CC(=O)N1CCn2c3ccc(C)cc3c3cccc1c32	-44	-11	-41	7	-20	-75	-21	-6	6	-17	-37
CC(=O)c1ccc(N2CCN(C(=O)c3ccc4c(c3)OCO4)CC2)cc1	5	9	4	nt	-6	-6	19	-1	5	13	-15
COc1ccc(NC(C)=O)cc1NC(=O)CSc1nnc(-c2ccncc2)n1C	6	-3	-5	-13	4	17	3	0	3	-9	3
Cc1cc(NC(=O)CN2C(=O)NC(C)(CC(C)C)C2=O)no1 (centres undefined)	-10	-11	-37	11	-15	4	8	-6	-4	7	-3
CC1CCCCN1C(=O)Cn1cnc2c1c(=O)n(C)c(=O)n2C (centres undefined)	6	-3	-1	3	-13	26	7	-11	-9	-1	-2
CCCNC1CCS(=O)(=O)C1 (centres undefined)	-22	-1	-6	8	5	-3	-8	-1	-1	-4	-3
COc1ccc(S(=O)(=O)N2CCOCC2)cc1NC(=O)CC1CCCC1	-28	-1	17	-3	-2	-8	-19	-8	4	-12	29
Cc1n[nH]c(=O)c2c(NC(=O)CSc3nc4ccccc4c(=O)n3CCCOC(C)C)oc(C)c12	-17	4	-15	0	3	4	13	-4	4	17	5
Cc1ccccc1CNC(=O)CN(c1ccccc1Cl)S(C)(=O)=O	-6	-14	15	-2	-40	-6	9	7	-6	-11	11
NC(=O)c1ccc(C(F)(F)F)n(Cc2cccc(Cl)c2)c1=O	-5	-7	6	3	-13	2	19	7	-43	-7	-24
Cc1cc(=O)n2nc(N3CCCC(C(=O)NC(C)c4ccccc4)C3)sc2n1 (centres undefined)	1	10	17	0	10	0	2	-8	0	1	2
CC1CCN(c2ccccc2NC(=O)c2ccc([N+](=O)[O-])o2)CC1	-37	19	24	-3	-6	-8	7	-7	0	9	5
CN(C)CCCN(Cc1ccccc1)C(=S)Nc1ccc(OC(F)F)cc1	1	15	16	3	2	5	14	8	0	7	-1
CCN(CC)c1ccc(/C=N/NS(=O)(=O)c2cccc([N+](=O)[O-])c2)cc1	10	-4	33	8	-4	16	-5	-1	-8	-6	2
Cc1ccc(C(=O)CN2/C(=C(\O)c3ccccc3)C(=O)c3ccccc3S2(=O)=O)c(C)c1	nt	-6	-18	-2	1	37	-1	0	0	28	nt
O=C(N/N=C/c1ccc(O)c(O)c1)C1c2ccccc2Oc2ccccc21	-20	-24	-2	-6	-5	5	6	8	0	6	0
Cc1cc(N2CCC(C)CC2)nc(NCc2ccccc2)n1	2	19	19	1	6	34	13	5	-1	13	15
O=C(C1CCCN(S(=O)(=O)c2ccccc2)C1)N1CCCCCC1 (centres undefined)	26	-6	-2	nt	7	-1	7	-10	6	-11	25
NNS(=O)(=O)c1ccc(N2CCCC2=O)c([N+](=O)[O-])c1	8	-15	-8	7	-1	-17	2	-7	7	-7	7
CN(C(=O)c1cccc(NC(=O)Cc2ccc(NC(=O)C3CCN(C(=O)C4CCCC4)CC3)cc2)c1)C1CCCC1	-11	7	-17	-1	0	-6	-11	-1	-1	13	-10
COc1cc(C#Cc2c(C=O)n(C)c3ccccc23)cc(OC)c1	-15	-4	18	0	2	5	-1	-7	-8	9	-14
CC1(C)C2CC=C(/C=N/n3cnnc3)C1C2 (centres undefined)	-8	3	-10	-13	1	-9	18	-5	0	-2	2
CC1(C(=O)NS(=O)(=O)c2ccccc2Cl)CCN1C(=O)COc1ccc(Cl)cc1 (centres undefined)	-3	-2	-13	-1	nt	-6	-23	-1	nt	-4	-2
O=C(NCc1ccc(F)cc1Cl)C1CC(=O)N(C2CCCCCCC2)C1 (centres undefined)	-1	-11	-16	2	-3	-2	5	-2	-10	3	22
N#Cc1ccccc1S(=O)(=O)N1CCN(c2cnccn2)CC1	-14	-14	1	3	-2	11	19	-2	16	1	11
CC(=O)c1ccc(NC(=O)c2cc3ccccc3o2)cc1	-94	-125	-127	-2	-14	-57	-102	10	-4	44	-25
O=C(CN1C(=O)C2C3C=CC(C4CC34)C2C1=O)NCc1ccco1 (centres undefined)	-3	-1	14	11	-3	10	-10	-6	-5	3	-5
O=C(O)CSc1nc(-c2ccccc2)c(-c2ccccc2)[nH]1	-1	8	-11	-7	-1	2	5	-10	-3	-10	15
CCOC(=O)c1cc2c(=O)n3cccc(C)c3nc2n(CCCOC)c1=NC(=O)c1cccnc1	-16	4	5	nt	0	-1	5	0	1	30	0
Cc1noc(C)c1NC(=O)Nc1ccc2c(c1)C(=O)N([C@H](C)CO)C[C@H](C)[C@@H](CN(C)S(=O)(=O)c1cn(C)cn1)O2	4	9	-19	nt	-5	-4	-10	8	0	-9	2
CC(C)CN(CCNC(=O)CN1N=C(c2ccc(Cl)cc2)CCC1=O)CC(C)C	-21	-10	5	3	-15	11	5	-7	3	-8	-21
O=C(Nc1ccccc1F)Nc1ccc([N+](=O)[O-])cc1Cl	-31	-52	-35	-25	2	9	-53	-5	13	5	0
CCOC(=O)C(=CNc1ccc(C)cc1C)C(=O)OCC	-19	-8	-11	3	18	18	7	-4	-5	-5	12
O=C(Cn1ccc2ccccc2c1=O)NCC(=O)N1CCN(c2ccccc2F)CC1	-7	-7	19	3	4	1	14	-8	-2	1	12
CCn1c(C(=O)NCc2ccccn2)cc2sccc21	-6	0	16	2	-8	-5	7	-4	1	-3	-7
Cc1nc(-c2ccc(Cl)cc2)sc1C(=O)O	-31	-51	-67	-3	-31	-49	-59	1	-3	16	-33
Cc1cccc(NC(=O)/C(=C\c2ccco2)NC(=O)c2cccs2)c1	-2	-9	-1	-1	2	12	5	2	4	-26	13

Next section
SMILES	NCOA2 inhibitor	SRC1 inh	NR5A2 inv ag	Vif imaging	EBV LMP1 NFkB	TROY NFkB inh	NCOA3 inh	NOD2 RIPK2 PPI	TLR9-MyD88 inh	C8 TRAIL sens	COUP-TFII inh
O=C(NCCCN1CCc2ccccc2C1)Nc1ccc(Cl)cc1	-3	-25	-10	-2	-13	-28	-3	1	-6	1	-11
Cc1cccc(OCC(=O)NC(=S)Nc2ccccc2N2CCOCC2)c1	-21	2	3	-4	0	12	15	-9	3	-14	8
CNC(=O)OCc1snc(-c2ccccc2)c1COC(=O)NC	-36	1	29	nt	nt	-4	7	1	nt	-2	6
Cc1cc(Nc2nc3c(c(=O)n(C)c(=O)n3C)n2C)n(-c2ccc(Cl)cc2)n1	-5	-8	11	-3	-1	3	-7	-9	-5	10	7
Cc1c(Cl)c([N+](=O)[O-])nn1Cc1ccc(C(=O)N/N=C\c2cccc(Br)c2)o1	-10	-7	0	-9	10	12	-1	-6	-2	-17	-7
CCCCn1c(N)c(N(CCOC)C(=O)c2cc(-c3ccc(C)cc3)nc3ccccc23)c(=O)[nH]c1=O	-10	-6	9	2	0	4	13	-4	3	7	28
